ROS inducer = cancer cell ROS induction | U2OS ROS induction, H2DCF-DA fluorescence | actives 2% (n = 46,000) | AID 624156 | ROS induction (% of piperlongumine), % at 10 µM; in the data active means ROS induction above about 79%, passing the limit was not always enough;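 further: 0% = DMSO vehicle median and 100% = reference compound median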
The depositor's hits bear a star. These rows are one share of the data, so the mix of outcomes need not match the whole.

SMILES	ROS inducer
COc1ccc(S(=O)(=O)Nc2cccc3c2O[C@@H](CN(C)C(=O)Nc2ccccc2)[C@@H](C)CN([C@@H](C)CO)C3=O)cc1	-1.6
C[C@@H]1CN([C@H](C)CO)C(=O)c2cccc(NS(=O)(=O)c3cccs3)c2O[C@H]1CN(C)S(=O)(=O)c1cn(C)cn1	-8.9
CC1(C)CC[C@]2(C(=O)O)CC[C@]3(C)C(=CCC4[C@@]5(C)CC[C@H](O[C@@H]6O[C@H](C(=O)O)[C@@H](O[C@@H]7OC[C@@H](O)[C@H](O)[C@H]7O)[C@H](O)[C@H]6O)C(C)(C)C5CC[C@]43C)C2C1 (some centres not stated)	-31.7
S=c1nn[nH]n1C1CC2CC1C1C=CCC21 (configuration not stated)	4.7
C[C@H](CO)N1C[C@H](C)[C@@H](CN(C)CC2CCCCC2)Oc2ccc(NS(=O)(=O)c3cn(C)cn3)cc2C1=O	-8.7
C[C@@H]1CN([C@H](C)CO)C(=O)c2cc(NC(=O)CCCCCC(=O)Nc3ccccc3N)ccc2O[C@@H]1CN(C)Cc1ccc(C(F)(F)F)cc1	5.6
Cc1cc(C(=O)Nc2cccc3c2O[C@@H](CN(C)S(=O)(=O)c2ccc(F)cc2)[C@@H](C)CN([C@H](C)CO)C3=O)n(C)n1	-2.1
C[C@@H]1CN([C@@H](C)CO)C(=O)c2cccc(NC(=O)C3CCOCC3)c2O[C@H]1CN(C)CC1CCCCC1	17.8
C=CCN(CC=C)CC(O)Cn1c(-c2ccc(OC)cc2)cc2ccccc21 (configuration not stated)	50.4
COc1ccc(NC(=O)CC(C(=O)O)N2CCCCC2)cc1 (configuration not stated)	-9.3
C[C@@H]1CN([C@H](C)CO)C(=O)Cc2cc(NC(=O)Cn3cnnn3)ccc2O[C@@H]1CN(C)Cc1ccc(Oc2ccccc2)cc1	12.0
CCOC(=O)c1cc(C#N)c(Nc2ccccc2OC)nc1C(F)(F)F	34.0
COc1ccc(NC(=O)Nc2ccc3c(c2)CC(=O)N([C@@H](C)CO)C[C@H](C)[C@@H](CN(C)Cc2ccc(Cl)c(Cl)c2)O3)cc1	20.3
C[C@@H]1CN([C@H](C)CO)C(=O)c2cc(NC(=O)Cc3ccccc3)ccc2O[C@H]1CN(C)S(=O)(=O)c1ccccc1	-5.9
Cc1ccc(S(=O)(=O)N(C)C[C@H]2Oc3ccc(NS(C)(=O)=O)cc3CC(=O)N([C@@H](C)CO)C[C@H]2C)cc1	-0.6
Cc1ccc(S(=O)(=O)N(C)C[C@@H]2Oc3c(NC(=O)Nc4ccc(F)cc4)cccc3C(=O)N([C@H](C)CO)C[C@H]2C)cc1	-1.2
CC(C)NC(=O)Nc1ccc2c(c1)CC(=O)N([C@H](C)CO)C[C@H](C)[C@H](CN(C)C(=O)NC(C)C)O2	1.2
C[C@@H]1CN([C@H](C)CO)C(=O)Cc2cc(NC(=O)CCC(F)(F)F)ccc2O[C@@H]1CN(C)S(=O)(=O)c1ccc(Cl)cc1	-1.4
O=C(COc1nsnc1N1CCOCC1)c1ccccc1	0.9
COc1ccccc1N(CC(=O)Nc1c(C)cc(C)cc1C)S(C)(=O)=O	-4.9
C[C@H]1CN([C@@H](C)CO)C(=O)Cc2cc(NC(=O)Cc3cn(C)c4ccccc34)ccc2O[C@H]1CN(C)Cc1ccc(C(=O)O)cc1	-5.1
Cc1noc(C)c1S(=O)(=O)Nc1ccc2c(c1)CC(=O)N([C@H](C)CO)C[C@@H](C)[C@H](CN(C)C(=O)NC1CCCCC1)O2	-9.1
C[C@@H]1CN([C@@H](C)CO)C(=O)c2cc(NC(=O)C3CCCCC3)ccc2O[C@H]1CN(C)C(=O)Nc1ccc2c(c1)OCO2	2.3
C[C@@H]1CN([C@H](C)CO)C(=O)c2cc(NC(=O)Cn3cnnn3)ccc2O[C@@H]1CN(C)Cc1ccc(Cl)c(Cl)c1	39.4
C[C@H]1CN([C@@H](C)CO)C(=O)c2cccc(NC(=O)CCCCCC(=O)Nc3ccccc3N)c2O[C@@H]1CN(C)S(=O)(=O)c1ccccc1	-20.4
C[C@@H]1CN([C@H](C)CO)C(=O)Cc2cc(NC(=O)Nc3ccc4c(c3)OCO4)ccc2O[C@@H]1CN(C)Cc1ccccc1	27.6
COc1ccc(S(=O)(=O)N(C)C[C@@H]2Oc3ccc(NC(=O)Cc4ccccc4)cc3C(=O)N([C@@H](C)CO)C[C@H]2C)cc1	7.6
C[C@@H]1CCCCO[C@H](CN(C)Cc2ccc(C(=O)O)cc2)[C@@H](C)CN([C@H](C)CO)C(=O)c2cc(NS(=O)(=O)c3ccc(F)cc3)ccc2O1	-1.9
C[C@@H]1CN([C@H](C)CO)C(=O)c2cccc(NC(=O)Nc3ccc(F)cc3)c2O[C@H]1CN(C)C(=O)Nc1ccccc1	4.7
COc1cccc(/C=C2\SC(=S)N(C(Cc3ccccc3)C(=O)O)C2=O)c1 (configuration not stated)	-11.8
Cc1ccc(C(C)C)c(OCCSc2nc(N)cc(N)n2)c1	-12.5
COc1ccc(NC(=O)Nc2ccc3c(c2)CC(=O)N([C@@H](C)CO)C[C@H](C)[C@@H](CN(C)S(=O)(=O)c2ccc(C)cc2)O3)cc1	-12.5
Cc1noc(C)c1S(=O)(=O)Nc1ccc2c(c1)C(=O)N([C@H](C)CO)C[C@@H](C)[C@@H](CN(C)Cc1ccccc1)O2	-9.8
COc1ccc(S(=O)(=O)N(C)C[C@H]2Oc3ccc(NC(=O)C4CC4)cc3C(=O)N([C@@H](C)CO)C[C@@H]2C)cc1	7.5
OC(COc1ccc2ccccc2c1Br)Cn1cnc2ccccc21 (configuration not stated)	12.6
COc1ccc(S(=O)(=O)Nc2cccc3c2O[C@H](CN(C)C(=O)Nc2cccc4ccccc24)[C@@H](C)CN([C@H](C)CO)C3=O)cc1	-13.7
CCC(C)C(=O)c1c(O)cc2c(c1O)CC(CC=C(C)C)C(C)(C)O2 (configuration not stated)	-2.5
C[C@H]1CN([C@@H](C)CO)C(=O)c2cc(NC(=O)CCCN(C)C)ccc2O[C@H]1CN(C)S(C)(=O)=O	27.2
O=C(Nc1ccccc1C(=O)NCc1ccco1)c1ccccc1I	-7.5
C[C@@H]1CCCCO[C@@H](CN(C)C(=O)c2ccccc2)[C@@H](C)CN([C@H](C)CO)C(=O)c2cc(NC(=O)c3ccccc3)ccc2O1	62.8
C[C@@H]1CN([C@H](C)CO)C(=O)c2cc(NC(=O)Cc3cn(C)c4ccccc34)ccc2O[C@H]1CN(C)C(=O)Nc1ccc2c(c1)OCO2	-13.2
OCCOCCNc1ncnc2sc(-c3ccccc3)cc12	39.1
CS(=O)(=O)N(CC(=O)Nc1cc(C(F)(F)F)ccc1Cl)c1ccc(Br)cc1	-17.0
O=C(Nc1ccc(-c2nc3ncccc3o2)cc1)c1ccccc1	-11.1
C[C@@H]1CN([C@H](C)CO)C(=O)c2cccc(NS(C)(=O)=O)c2O[C@H]1CN(C)Cc1ccc(C(F)(F)F)cc1	4.7
O=C(Nc1ccc2ccccc2n1)c1ccc(Cl)cc1	51.7
CC(=O)Nc1ccc(S(=O)(=O)Nc2ccc(Oc3cccnc3)cc2)cc1	9.8
Cc1nn(C)cc1C(=O)c1ccccc1	36.5
C[C@@H]1[C@H]2[C@H](O[C@@H]3O[C@H](CO)[C@@H](O)[C@H](O)[C@H]3O)OC=C(C(=O)O)[C@H]2C[C@@H]1OC(=O)/C=C/c1ccc(O)cc1	26.5
Cc1ccc(S(=O)(=O)N(C)C[C@@H]2Oc3ccc(NC(=O)CCCN(C)C)cc3C(=O)N([C@H](C)CO)C[C@@H]2C)cc1	12.9
CSC1=NC2(CCCCC2)NC2=C1CCCC2	0.4
O=C(NO)c1ccc(C(=O)N/N=C/c2ccc(O)c(F)c2)cc1	-15.8
COc1ccc(NC(=O)Nc2cccc3c2O[C@H](CN(C)Cc2ccc(C(=O)O)cc2)[C@H](C)CN([C@@H](C)CO)C3=O)cc1	-3.2
COCc1cc(=O)[nH]c(/N=C(\NC(=O)c2ccc(C)cc2)Nc2cccc(Cl)c2)n1	4.9
O=C(O)COc1ccc(NC(=O)c2ccccc2-c2ccccc2C(=O)O)cc1	-23.9
CC(C)NC(=O)Nc1ccc2c(c1)CC(=O)N([C@@H](C)CO)C[C@@H](C)[C@@H](CN(C)C(=O)NC(C)C)O2	21.5
Cc1ccc(S(=O)(=O)N(C)C[C@@H]2Oc3c(NS(=O)(=O)c4ccccc4)cccc3C(=O)N([C@@H](C)CO)C[C@H]2C)cc1	-3.2
COc1cc(/C(C)=C/C(C)O)oc(=O)c1C (configuration not stated)	0.1
C[C@@H]1CN([C@@H](C)CO)C(=O)Cc2cc(NC(=O)C3CC3)ccc2O[C@@H]1CN(C)S(=O)(=O)c1cccs1	-0.1
C[C@H]1CN([C@@H](C)CO)C(=O)Cc2cc(NC(=O)CCCCCC(=O)Nc3ccccc3N)ccc2O[C@@H]1CN(C)Cc1ccc2c(c1)OCO2	49.4

More entries:
SMILES	ROS inducer
O=C1N=c2ccccc2=N/C1=N\C(=S)Nc1ccccc1	3.0
Cc1ccc(OCC(=O)Nc2ccc(Br)cc2C(=O)O)cc1C	-2.8
Cn1c(SCc2ccc(C(F)(F)F)cc2)nnc1C(F)(F)F	1.4
COc1ccccc1-c1nnc(-c2cccs2)o1	-12.9
COc1ccc(Cl)cc1N(CC(=O)Nc1ccccc1F)S(C)(=O)=O	-4.4
Cc1noc(C)c1NC(=O)N(C)C[C@H]1Oc2ccc(NS(=O)(=O)c3c(C)noc3C)cc2C(=O)N([C@@H](C)CO)C[C@H]1C	-0.3
CNC[C@@H]1Oc2ccc(NS(=O)(=O)c3ccc(OC)cc3)cc2C(=O)N([C@H](C)CO)C[C@H]1C	-2.7
Cc1nc2n(Cc3ccccc3)c3ccccc3n2c1C(=S)Nc1ccccc1	19.8
COc1ccc(S(=O)(=O)N(C)C[C@@H]2Oc3c(NC(=O)C4CC4)cccc3C(=O)N([C@H](C)CO)C[C@@H]2C)cc1	21.0
C[C@@H]1CCCCO[C@H](CN(C)S(=O)(=O)c2ccccc2)[C@@H](C)CN([C@H](C)CO)C(=O)c2cc(NS(C)(=O)=O)ccc2O1	4.1
CC(C)NC(=O)N(C)C[C@@H]1OCCCC[C@@H](C)Oc2ccc(NS(=O)(=O)c3cn(C)cn3)cc2C(=O)N([C@H](C)CO)C[C@@H]1C	9.4
C[C@@H]1CCCCO[C@H](CN(C)Cc2ccc(C(=O)O)cc2)[C@@H](C)CN([C@H](C)CO)C(=O)c2cc(NC(=O)Cc3ccccc3)ccc2O1	-4.7
CCOC(=O)c1ccc(Oc2cc(C)nc(SC)n2)cc1	-6.3
C[C@@H]1CN([C@H](C)CO)C(=O)c2cc(N(C)C)ccc2O[C@H]1CN(C)S(=O)(=O)c1ccccc1	55.3
Cc1ccc(S(=O)(=O)Nc2cccc3c2O[C@@H](CN(C)C(=O)Nc2c(C)noc2C)[C@@H](C)CN([C@H](C)CO)C3=O)cc1	-1.9
Cc1cc(C(=O)Nc2cccc3c2O[C@@H](CN(C)C(=O)Nc2ccc4c(c2)OCO4)[C@H](C)CN([C@@H](C)CO)C3=O)n(C)n1	3.6
C[C@H](CO)N1C[C@H](C)[C@H](CN(C)CC2CC2)Oc2c(cccc2N(C)C)C1=O	-6.7
C[C@@H]1CN([C@H](C)CO)C(=O)c2cc(NS(=O)(=O)c3cn(C)cn3)ccc2O[C@H]1CN(C)C	2.9
C[C@H]1CN([C@@H](C)CO)C(=O)c2cc(NC(=O)Nc3ccc(C(F)(F)F)cc3)ccc2O[C@@H]1CN(C)C(=O)Nc1ccc(C(F)(F)F)cc1	3.9
O=C(NCc1ccccc1)[C@]1(Cc2ccccc2)N=C(c2ccc(OCCCO)cc2)O[C@@H]1c1ccccc1	52.7
Cc1cc(=O)oc2ccc(OCC(=O)NCc3ccco3)cc12	3.7
COc1ccc(CN(C)C[C@H]2OCCCC[C@@H](C)Oc3ccc(NC(=O)CCC(F)(F)F)cc3C(=O)N([C@H](C)CO)C[C@@H]2C)cc1	-3.8
C[C@@H]1CN([C@H](C)CO)C(=O)c2cccc(NC(=O)Nc3ccc4c(c3)OCO4)c2O[C@H]1CN(C)Cc1ccc(C(=O)Nc2ccccc2N)cc1	38.3
CC(O)(CNCc1ccc(Cl)cc1)CSc1ccccc1Cl (configuration not stated)	23.9

Copied from the entries so far, four compounds:
SMILES	ROS inducer
CCOC(=O)c1ccc(Oc2cc(C)nc(SC)n2)cc1	-6.3
C[C@@H]1CN([C@H](C)CO)C(=O)c2cc(N(C)C)ccc2O[C@H]1CN(C)S(=O)(=O)c1ccccc1	55.3
Cc1ccc(S(=O)(=O)Nc2cccc3c2O[C@@H](CN(C)C(=O)Nc2c(C)noc2C)[C@@H](C)CN([C@H](C)CO)C3=O)cc1	-1.9
Cc1cc(C(=O)Nc2cccc3c2O[C@@H](CN(C)C(=O)Nc2ccc4c(c2)OCO4)[C@H](C)CN([C@@H](C)CO)C3=O)n(C)n1	3.6

Next section.
SMILES	ROS inducer
Cc1ccc(N(C(C)C(=O)Nc2ccc(Cl)c(C(F)(F)F)c2)S(C)(=O)=O)cc1 (configuration not stated)	-11.2
O=C(CCSc1nc(-c2ccco2)cc(C(F)(F)F)n1)N1CCN(c2ccccn2)CC1	15.8
CC(C)=CCc1c(O)cc2occ(-c3ccc4c(c3)OCO4)c(=O)c2c1O	4.7
COc1ccc(NC(=O)CN(c2ccccc2F)S(C)(=O)=O)cc1	-6.2
N#Cc1cccc(CSc2nnc(CCCO)n2-c2ccccc2)c1	48.2
COc1ccc(-c2ccc(Nc3ccc(OC(F)(F)F)cc3)nn2)cc1	-4.1

Part of the list above in another layout.
> COc1ccc(-c2ccc(Nc3ccc(OC(F)(F)F)cc3)nn2)cc1
  ROS inducer: -4.1

> COc1ccc(NC(=O)CN(c2ccccc2F)S(C)(=O)=O)cc1
  ROS inducer: -6.2

> CC(C)=CCc1c(O)cc2occ(-c3ccc4c(c3)OCO4)c(=O)c2c1O
  ROS inducer: 4.7

> N#Cc1cccc(CSc2nnc(CCCO)n2-c2ccccc2)c1
  ROS inducer: 48.2
